PKA-R2B activ – activates the human PKA-R2B holoenzyme complex | activation, % at 11.4 µM | P22694+P31323 | PKA-R2B holoenzyme dissociation, Cy5-IP20 fluorescence polarization; R2B truncated from residue 108, S112A mutant; 0% DMSO only, 100% 113 µM cGMP | actives 0.079% (n = 340,000) | AID 504700;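 active means activation above a cutoff set at the mean over all compounds plus 3 SD, cut at about 18% in these data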;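 further: higher means more holoenzyme dissociation and a rise in polarization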
DSG3 Ab inh – blocks pemphigus antibody binding to human desmoglein-3; binding (percent of control), % at 10 µM; DSG3-coupled beads, scFv-anti-DSG3-GFP binding, flow cytometry; active compounds read low; P32926; actives 0.48% (n = 310,000); AID 588358;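 active means binding more than 3 SD below its plate's average and above zero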;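 further: hits lower antibody fragment binding to DSG3; some compounds called inactive have numbers as strong as hits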
Target sequence (P32926 whole entry, looked up, the tested form may be a part): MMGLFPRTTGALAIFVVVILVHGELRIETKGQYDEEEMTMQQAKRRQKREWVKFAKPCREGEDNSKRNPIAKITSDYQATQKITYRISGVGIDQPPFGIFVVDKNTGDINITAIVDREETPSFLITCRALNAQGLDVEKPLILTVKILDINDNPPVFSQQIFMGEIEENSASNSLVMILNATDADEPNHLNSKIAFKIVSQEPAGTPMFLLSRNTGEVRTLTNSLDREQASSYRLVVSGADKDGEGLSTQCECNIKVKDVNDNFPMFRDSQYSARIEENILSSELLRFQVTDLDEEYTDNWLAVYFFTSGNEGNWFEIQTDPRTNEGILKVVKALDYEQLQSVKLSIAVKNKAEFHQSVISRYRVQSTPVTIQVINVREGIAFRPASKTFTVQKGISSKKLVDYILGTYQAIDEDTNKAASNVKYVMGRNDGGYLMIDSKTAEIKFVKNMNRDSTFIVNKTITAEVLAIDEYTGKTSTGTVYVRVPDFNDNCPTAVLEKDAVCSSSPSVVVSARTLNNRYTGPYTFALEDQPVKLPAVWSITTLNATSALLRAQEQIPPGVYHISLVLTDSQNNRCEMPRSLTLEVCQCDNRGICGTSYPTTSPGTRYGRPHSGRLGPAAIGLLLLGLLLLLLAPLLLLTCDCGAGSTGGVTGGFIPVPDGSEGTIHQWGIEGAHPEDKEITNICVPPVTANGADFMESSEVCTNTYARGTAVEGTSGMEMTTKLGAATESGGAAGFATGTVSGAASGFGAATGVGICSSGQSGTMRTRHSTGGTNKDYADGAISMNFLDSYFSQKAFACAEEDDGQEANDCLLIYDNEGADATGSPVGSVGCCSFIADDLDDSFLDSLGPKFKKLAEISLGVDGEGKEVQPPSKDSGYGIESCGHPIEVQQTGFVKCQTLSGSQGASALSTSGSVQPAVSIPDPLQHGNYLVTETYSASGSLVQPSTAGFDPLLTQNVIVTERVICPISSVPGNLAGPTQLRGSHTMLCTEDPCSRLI
HTR5A ag ctr – HTR5A agonism, opioid heterodimer counter-screen | activation, % at 9.3 µM | actives 0.61% (n = 340,000) | P47898 | HTR5A agonist assay, luminescence, cell-based; in the data active means activation mostly above about 9.5%, no sharp cut-off; inactive means mostly below about 7.6%;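 further: 0% = cells with vehicle only and 100% = reference agonist; strong numbers were not always called active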
HTR5A inv ctr – HTR5A inverse agonism, opioid heterodimer counter-screen; HTR5A cell line, luminescence; actives 0.083% (n = 340,000); inhibition, % at 9.3 µM; P47898; AID 504634; in the data active means inhibition mostly above about 23%, no sharp cut-off; inactive means mostly below about 18%;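 further: 0% = cells with DMSO and 100% = no-cell wells with DMSO; some compounds called inactive have numbers as strong as hits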
MOR-DOR inv ag – inverse agonists of human mu-delta opioid receptor heterodimerization; P35372+P41143; cell-based MOR-DOR heterodimer luminescence, inverse agonism; inhibition, % at 9.3 µM; actives 0.21% (n = 340,000); in the data active means inhibition above about 22%, passing the limit was not always enough;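 further: 0% = cells with DMSO and 100% = wells without cells with DMSO; values of inactives mirror those of a sister screen read the other way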
MOR-DOR ag – OPRM1-OPRD1 heterodimerization agonism. activation, % at 9.3 µM. actives 0.3% (n = 340,000). P35372+P41143. cells, luminescence; in the data active means activation above about 18%;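 further: 0% = vehicle-treated cells and 100% = reference agonist; values of inactives mirror those of a sister screen read the other way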
Arrestin-AP2 inh – inhibitors of human beta-arrestin and AP2 interaction; AID 504490; FITC-arrestin peptide / GST-AP2 beads, flow cytometry; AP2 beta2 appendage carries R879A mutation; inhibition, % at 10 µM; actives 0.31% (n = 340,000);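 active means inhibition above a set limit, near 3 SD of compounds lacking own fluorescence, cut at about 54% in these data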;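 further: plate controls were DMSO wells for no effect and 5 µM unlabelled arrestin peptide for full effect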
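Test system: GST-tagged AP2 beta2-adaptin appendage (R879A) on 4 µm glutathione beads; also added: fluorescein-tagged arrestin peptide at 50 nM final; timing: 12 min plus 1 h, RT; signal: flow cytometry, FL1 (488/535 nm); read-out: percent drop in bead-associated FITC signal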
DAGLB inh – blocks human DAGLB lipase activity; Q8NCG7; HEK293T DAGLB membrane lysate, EnzChek fluorogenic substrate; inhibition, % at 5.17 µM; actives 0.059% (n = 340,000); AID 504411; in the data active means inhibition above about 34%;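 further: 0% = enzyme with vehicle and 100% = wells lacking enzyme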
V-ATPase pH – alters yeast V-ATPase proton transport | S. cerevisiae, pHLuorin cytosolic pH fluorescence | response, % at 10 µM | actives 0.37% (n = 350,000) | AID 504577; in the data active means response mostly above about 7.3%, no sharp cut-off; inactive means mostly below about 5.4%; further: actives read high; inactives centre near 0; some compounds called inactive have numbers as strong as hits; reference of the scale not given here
PKA-R1A activ – activates the PKA-R1A holoenzyme complex; activation, % at 11.4 µM; PKA-R1A dissociation, Cy5-IP20 fluorescence polarization; scaled: DMSO 0%, 113 µM cGMP 100%; AID 504707; actives 0.083% (n = 340,000);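 active means percent activation above the mean of all tested compounds plus 3 SD, cut at about 19% in these data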;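 further: higher means more PKAc released from R1A so a rise in polarization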
Starred values were filed as active, the others as inactive; nt = no result given.

SMILES | PKA-R2B activ | DSG3 Ab inh | HTR5A ag ctr | HTR5A inv ctr | MOR-DOR inv ag | MOR-DOR ag | Arrestin-AP2 inh | DAGLB inh | V-ATPase pH | PKA-R1A activ
O=c1[nH]nc(SC2CCCCC2)c(=O)[nH]1 | 4 | 103 | 1 | -4 | 7 | -1.6 | 8 | -2 | 1 | -4
CN1C(=O)[C@@H]2C[C@@]3([C@@]45C[C@H]6C(=O)N(C)[C@@H](Cc7ccccc7)C(=O)N6[C@@H]4Nc4ccccc45)c4ccccc4N[C@H]3N2C(=O)[C@@H]1Cc1ccccc1 | -7 | 95 | 0 | -29 | 9 | -1.6 | nt | -2 | -1 | 7
NC(=S)N=Nc1c(O)n(CCCl)c2ccc(Cl)cc12 | 1 | 103 | -5 | -10 | 12 | -2.3 | 5 | 6 | 1 | -12
COc1cc(C(=O)Nc2ccccc2C2COC(=O)C2=N)cc(OC)c1OC (configuration not stated) | -6 | 105 | -1 | 4 | 17 | -2.8 | 9 | 1 | 0 | -10
NC(=O)c1ccc(NC(=O)CCC(=O)N2CCN(S(=O)(=O)c3ccc(Cl)cc3)CC2)cc1 | 2 | 93 | 6 | 16 | 7 | -1.4 | 4 | 2 | -4 | 5
Cc1cc(C)cc(N(C(=O)c2csnn2)C(C(=O)NC(C)(C)C)c2cccnc2)c1 (configuration not stated) | 12 | 98 | 9 | -12 | 13 | -2.6 | -10 | -1 | 0 | 4
COc1ccc(S(=O)(=O)NCc2nc3nc(C)cc(C)n3n2)cc1OC | -12 | 88 | -1 | 4 | 0 | 0.0 | 8 | 1 | 4 | -1
CC(NC(=O)c1cc2c(=O)n3ccccc3nc2n(CC2CCCO2)c1=N)c1ccccc1 (configuration not stated) | 5 | 96 | -2 | 15 | 12 | -1.9 | 0 | -1 | 1 | 0
COc1ccccc1C(CCNCc1ccccc1)c1ccc(OC(C)C)cc1 (configuration not stated) | -9 | 109 | -2 | 7 | -51 | 11 | 13 | -1 | -2 | -1
Nc1cc(Cc2ccccc2)ccc1O | -15 | 105 | -3 | 11 | -14 | 2.8 | 15 | 3 | -2 | -1
CCC(NC(=O)c1ccc2nc(Cc3ccc(OC)cc3)oc2c1)c1ccncc1 (configuration not stated) | 5 | 72 | 8 | -5 | -2 | 0.5 | -3 | 1 | 1 | 11
CCOC(=O)c1ccccc1NC(=O)COC(=O)CN1C(=O)NC2(CCCC2)C1=O | 0 | 95 | -2 | -3 | 20 | -3.0 | 27 | -2 | -1 | 3
C#CC(CC)(CC)NC(=O)c1nn(-c2ccccc2Cl)c(C)cc1=O | 3 | 118 | 2 | -17 | -18 | 2.2 | 24 | -1 | 1 | -3
NCCNc1ccc(C(=O)N2c3ccccc3Sc3ccccc32)cc1[N+](=O)[O-] | -6 | 104 | 3 | 3 | -25 | 4.9 | 9 | 2 | 0 | 0
Cc1cc(C)c2sc(N(CCCN(C)C)C(=O)c3ccc(S(=O)(=O)N4CCc5ccccc5C4)cc3)nc2c1 | -10 | 118 | 33* | -82 | -158 | 29* | -13 | -7 | -1 | 0
COc1ccc(S[C@@H](CCN2CC[C@H](C)CCC2=O)c2ccccc2)cc1 | 1 | 106 | -3 | 7 | -35 | 6.0 | -4 | -6 | -3 | -5
Cn1cccc1/C=C1/SC(=S)N(CC(=O)O)C1=O | 2 | 103 | -4 | 11 | 16 | -3.1 | -2 | 1 | -1 | 0
CN(C)N1C(N)=C(C#N)C(c2ccccc2)C2=C1CC(C)(C)CC2=O (configuration not stated) | 9 | 97 | 1 | -3 | 20 | -3.9 | 10 | 0 | -2 | 1
CCOC(=O)NC1CCc2cc(OC)c(OC)c(OC)c2-c2ccc(SC)c(=O)cc21 (configuration not stated) | -13 | 91 | -1 | 2 | 7 | -1.7 | 14 | 3 | 4 | 5
CCN1CCN(S(=O)(=O)c2c[nH]c(C(=O)OC)c2)CC1 | 1 | 110 | -1 | 0 | 6 | -1.1 | 14 | 1 | 11 | -12
C=CCn1cnnc1SCC(=O)N(C)CC1COc2ccccc2O1 (configuration not stated) | 4 | 93 | -1 | 4 | 12 | -2.4 | 6 | 0 | -1 | -3
C[n+]1ccc(/C=C/c2c[nH]c3ccccc23)cc1 | -3 | nt | 6 | 8 | 3 | -0.6 | -13 | -54 | -1 | -3
O=C(c1ccccn1)N1CCN(S(=O)(=O)c2cccc(Br)c2)CC1 | 1 | 104 | 3 | 2 | 17 | -4.5 | 1 | -2 | -2 | -8
O=C(CC12CC3CC(CC(C3)C1)C2)N1CCN(S(=O)(=O)c2cccs2)CC1 | -15 | 99 | 1 | 0 | -10 | 1.4 | -8 | -3 | -2 | -5
COc1cccc(/C=N/NC(=O)C(=O)NCc2ccco2)c1OC | 3 | 105 | 5 | -4 | 7 | -1.4 | 3 | -1 | -3 | -5
CC(C)CCNC(=O)c1onc(CSc2ccc(F)c(F)c2)c1C(=O)NCCC(C)C | -6 | 105 | -2 | -29 | 20 | -3.6 | -7 | -16 | -4 | -4
O=C(CCN1CCCC1)c1cccs1 | -4 | 94 | -1 | 3 | 8 | -1.6 | 5 | 0 | 2 | -2
COCC(=O)O[C@]1(CCN(C)CCCc2nc3ccccc3[nH]2)CCc2cc(F)ccc2[C@@H]1C(C)C | 6 | 117 | 4 | -13 | -32 | 5.9 | 5 | 4 | 2 | -11
CC(C)(C)OC(=O)N1CCC(c2c(C(=O)N3CCN(C4CCCCC4)CC3)cnn2-c2ccccc2)CC1 | -17 | nt | -3 | 8 | 6 | -1.2 | -13 | -1 | 0 | -4
O=C(NCN1CCCCC1)c1cnccn1 | -4 | 98 | -1 | 3 | 10 | -1.7 | -38 | 2 | -1 | -20
CCN(c1ccccc1)S(=O)(=O)c1ccc(C(=O)N2CC(C)CC(C)C2)cc1 (configuration not stated) | -11 | 102 | -1 | 12 | 2 | -0.4 | 4 | -5 | -2 | -5
CCOc1ccc(N(CC(=O)NCc2ccc(OC)cc2)C(=O)CCC(=O)Nc2nccs2)cc1 | -2 | 105 | -1 | -1 | 7 | -1.1 | 0 | 1 | 1 | -14
COc1ccc(C)cc1-n1nnnc1SCC(=O)NC(=O)NCc1ccco1 | 2 | 98 | 4 | -9 | -9 | 1.5 | 7 | 3 | 0 | -4
Cc1cccc(OCC(=O)Nc2ccc3c(C)cc(=O)oc3c2)c1 | -4 | nt | 9 | 8 | -17 | 3.4 | 6 | 1 | 12 | -5
CN1C(=S)SC(N2OC3C(=O)N(c4ccccc4)C(=O)C3C2c2ccc(Cl)cc2)C1(C)C (configuration not stated) | -4 | 99 | 0 | 3 | -11 | 2.2 | -3 | 0 | 2 | -6
Cc1ccc(C(=O)N/C(=C\c2cn(S(=O)(=O)N(C)C)c3ccccc23)C(=O)NCCN2CCOCC2)cc1 | 4 | nt | -1 | 32 | 15 | -2.7 | 4 | 2 | 1 | 5

Record cards, as listed above. Screens in order: PKA-R2B activ | DSG3 Ab inh | HTR5A ag ctr | HTR5A inv ctr | MOR-DOR inv ag | MOR-DOR ag | Arrestin-AP2 inh | DAGLB inh | V-ATPase pH | PKA-R1A activ
`CC(C)(C)OC(=O)N1CCC(c2c(C(=O)N3CCN(C4CCCCC4)CC3)cnn2-c2ccccc2)CC1` reads -17 | nt | -3 | 8 | 6 | -1.2 | -13 | -1 | 0 | -4
`Cc1ccc(C(=O)N/C(=C\c2cn(S(=O)(=O)N(C)C)c3ccccc23)C(=O)NCCN2CCOCC2)cc1` reads 4 | nt | -1 | 32 | 15 | -2.7 | 4 | 2 | 1 | 5

(list continues)
SMILES | PKA-R2B activ | DSG3 Ab inh | HTR5A ag ctr | HTR5A inv ctr | MOR-DOR inv ag | MOR-DOR ag | Arrestin-AP2 inh | DAGLB inh | V-ATPase pH | PKA-R1A activ
O=C(CN1CC(=O)Oc2ccccc21)OCC(=O)c1ccccc1 | 11 | 102 | 0 | 0 | 2 | -0.3 | 1 | 3 | 1 | 11
CC(C)C(=O)Nc1nnc(SCC(=O)N2c3ccccc3CC2C)s1 (configuration not stated) | 2 | 97 | -1 | 7 | 7 | -1.3 | 23 | -3 | -4 | -2
Nc1nc(CSc2nnc(-c3cccc(F)c3)n2-c2ccccc2)nc(N2CCOCC2)n1 | 0 | 99 | -4 | 14 | 6 | -1.2 | 11 | 0 | 0 | -4
Cc1cccc(N(C(=O)CNC(=O)c2ccco2)C(C(=O)NC2CCCC2)c2ccncc2)c1C (configuration not stated) | 10 | 94 | -1 | -5 | 8 | -1.2 | -17 | 0 | -3 | 8
CCCN1C(=O)/C(=C/c2c(NCCCOC(C)C)nc3c(C)cccn3c2=O)SC1=S | 3 | 183 | 5 | -14 | 14 | -2.6 | 3 | -4 | 6 | 2
CC(C)CC(NC(=O)c1ccc(Cl)cc1)C(=O)OCC(=O)c1ccc2c(c1)NC(=O)CO2 (configuration not stated) | 11 | 97 | -1 | 5 | -33 | 6.2 | 14 | 3 | 6 | 2
Cc1cc(C)c(C(=O)/C=C/c2ccco2)c(=O)[nH]1 | 0 | 118 | 3 | -10 | -2 | 0.4 | 17 | 0 | 4 | -9
Cc1ccc2c(c1)N(CCCC(=O)NCCCN1CCCCC1)C(=O)CO2 | -4 | 85 | -3 | -34 | -4 | 0.7 | -7 | 0 | -2 | 2
CC[C@]12c3[nH]c4cc(-c5ccco5)ccc4c3CCN1C(=O)[C@@H](CC(=O)NCc1ccc(OC)c(OC)c1)C[C@@H]2C(=O)N1CCN(C(=O)C2CC2)CC1 | -8 | 95 | 1 | -4 | 11 | -2.1 | -1 | 1 | -2 | -8
CCCc1cc(=O)[nH]c(SCC(=O)N(C)C2CCCCC2)n1 | -1 | 100 | -3 | -2 | 9 | -2.4 | 26 | 3 | -1 | 13
O=C(/C=C/c1cccc([N+](=O)[O-])c1)Nc1ccccn1 | 6 | 98 | 1 | -6 | 7 | -1.4 | 6 | 1 | -2 | 9
COc1cccc(NC(=O)CSCC(=O)O)c1 | 1 | 99 | 14* | -31 | 9 | -1.7 | 7 | -2 | -1 | 7
COC(=O)Cc1ccc(O)c(N)c1 | -1 | 100 | 0 | 1 | 2 | -0.3 | 5 | -3 | 2 | -2
C=CCn1c(SCC(=O)N(C)C2CCS(=O)(=O)C2)nnc1-c1ccccc1 (configuration not stated) | -3 | 103 | -1 | 3 | 18 | -3.4 | 3 | 0 | -1 | -4
CSCCC(NC(=O)c1ccccc1Br)C(=O)NCCCn1nc(C)cc1C (configuration not stated) | -6 | 103 | -2 | 5 | 9 | -1.6 | -8 | 0 | -4 | -8
CCn1c(C)nnc1SCC(=O)Nc1ccccc1Cl | -1 | 107 | -1 | -8 | 10 | -2.0 | 11 | 2 | 0 | -8

A few values from above:
Reading for `CCCN1C(=O)/C(=C/c2c(NCCCOC(C)C)nc3c(C)cccn3c2=O)SC1=S` in MOR-DOR ag: -2.6
Reading for `Cc1cc(C)c2sc(N(CCCN(C)C)C(=O)c3ccc(S(=O)(=O)N4CCc5ccccc5C4)cc3)nc2c1` in DAGLB inh: -7
Reading for `C=CCn1c(SCC(=O)N(C)C2CCS(=O)(=O)C2)nnc1-c1ccccc1` (configuration not stated) in Arrestin-AP2 inh: 3
Reading for `Cc1ccc(C(=O)N/C(=C\c2cn(S(=O)(=O)N(C)C)c3ccccc23)C(=O)NCCN2CCOCC2)cc1` in MOR-DOR inv ag: 15
Reading for `O=C(/C=C/c1cccc([N+](=O)[O-])c1)Nc1ccccn1` in Arrestin-AP2 inh: 6
